Screens: PubChem, National Center for Advancing Translational Sciences (NCATS)
ALOX12 inh – ALOX12 (human) lipoxygenase inhibition; P18054; purified 12hLO, xylenol orange hydroperoxide absorbance; Potency, µM (series often up to 108 µM), for inactives: at the highest dose activity change, negative = inhibition, most hits filed as inhibitors; hit rate 1.1% among 580,000; further: potency means the concentration at half of the fitted maximal effect; on the % scale 0 is the no-effect control and ±100 the full control effect
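Hydroperoxide product was detected by ferrous iron/xylenol orange as the 573 to 405 nm absorbance ratio. Arachidonic acid at 40 uM (final) was turned over for 30 min at room temperature by 150 nM human 12hLO, pH 7.0 Hepes buffer, after 15 min compound preincubation.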
D2 agonist – D2 dopamine receptor (human) agonism; HEK293 T-REx D2 cells, calcium flux agonist mode; hit rate 0.53% among 340,000; activation, % at 2 µM; P14416;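 active means activation over 3 SD above normal in the single-dose calcium agonist read, cut at about 30% in these data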; further: 0% is about no effect
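Tetracycline-induced HEK293 T-REx cells with force-coupled D2 receptor, plated overnight at 30 C, loaded with no-wash calcium dye. After a 10 s baseline, compound was pin-added and calcium flux read kinetically for 180 s; calcium rises flagged agonists.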
Vif-A3F inh – blocks the Vif interaction with APOBEC3F | HeLa A3F-eYFP + Vif (tagged APOBEC3F with the HIV-1 protein that degrades it), YFP fluorescence increase | Potency, µM (series often up to 46.1 µM), inactives show at the top dose activity, negative = active | hit rate 0.2% among 390,000 | AID 602313; further: potency means the concentration at half of the fitted maximal effect; % of control where 0% means no effect; nearly all actives have a fitted effect of over 65% in size
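HeLa cells stably expressing Vif plus C-terminally eYFP-tagged A3F were seeded, incubated overnight at 37 deg C, dosed with compound, incubated overnight again at 37 deg C. Yellow fluorescence (Ex 488/Em 500-530) reported blocked Vif-mediated A3F-eYFP degradation.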
RGS4 inh – inhibitors of human regulator of G protein signaling 4. P49798. Potency, µM (series often up to 114 µM), for the others: at the top dose activity change, negative = inhibition, actives largely listed as inhibitors. hit rate 0.039% among 390,000. Transcreener GDP fluorescence polarization, RGS4-accelerated GTP hydrolysis; further: potency means the concentration at half of the fitted maximal effect; on the % scale 0 is the no-effect control and ±100 the full control effect; nearly all actives have a fitted effect of over 75% in size; some results filed as inactive show a strong effect at the top dose
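MLSMR compounds (23 nl, pin-transferred) preincubated 10 min at room temperature with a 500nM (2x) first reagent, then RGS4 at 900nM (2x) plus Transcreener GDP mix added; fluorescence polarization (620/688 nm) read before and after 90 min at 30 °C.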
LDHA block – blocks human lactate dehydrogenase A; activity change, % (values are at about 110 or 230 µM); hit rate 0.15% among 480,000; AID 1347041; purified LDHA, NADH/diaphorase-resazurin fluorescence; hits give low values; in the data active means activity change below about -30%; inconclusive means mostly about -25% to -30%;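 further: plate controls were DMSO wells for no effect and wells without enzyme for full effect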
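Enzyme activity of human lactate dehydrogenase 5 (2 nM; 0.06 mM NADH, 0.2 mM pyruvate, 5 min, RT) is measured via a resazurin/diaphorase fluorescence readout of residual NADH.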
GRP78 ERSR act – induces the endoplasmic reticulum stress response in human glioma cells | Potency, µM, for inactives: top-dose activation, usual class: activators | hit rate 0.02% among 420,000 | AID 602332 | U87-MG GRP78 promoter luciferase reporter, 16 h; further: potency means the concentration at half of the fitted maximal effect; series mostly up to about 76 µM; % of control where 0% means no effect; nearly all actives have a fitted effect of over 35% in size
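Stably transfected U87-MG human glioma cells carrying a GRP78-based luminescent sensor were seeded at 1000 cells/well, pin-dosed with compounds and incubated 16 h. Luciferase reagent was then added, and end-point luminescence was read after 10 min at room temperature.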
D2 antag – antagonists of human D2 dopamine receptor; P14416; HEK293 TREx D2 cells, calcium flux, dopamine EC80; inhibition, % at 10 µM; hit rate 2% among 340,000; AID 485344; in the data active means inhibition above about 30%; further: 0% is about no effect
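Calcium mobilization kinetics were recorded at 1 s intervals in tetracycline-induced HEK293 T-REx D2 cells, first for 180 s after compound addition and then 180 s after EC80 dopamine.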
ERG-DNA inh – inhibitors of human ERG Ets domain-DNA interaction; P11308; fluorescence polarization, His-ERG Ets domain / labelled DNA; Potency, µM (doses to about 76.9 µM), for the others: at the highest dose FP activity, negative = inhibition, usual class: inhibitors; hit rate 0.028% among 370,000; active means well fitted inhibition curve with a large enough effect in the polarisation, with a control signal flat; inconclusive means small, poorly fitted or top-dose-only effect, or effect the other way, or a change in a side signal; inactive means no such curve, though single readings can be large or run the other way; the % refers to the polarisation;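 further: polarization taken with two DNA probes labelled with fluorescein and Texas red; potency means the concentration at half of the fitted maximal effect; % of control where 0% means no effect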
Target sequence (P11308 whole entry, looked up, the tested form may be a part): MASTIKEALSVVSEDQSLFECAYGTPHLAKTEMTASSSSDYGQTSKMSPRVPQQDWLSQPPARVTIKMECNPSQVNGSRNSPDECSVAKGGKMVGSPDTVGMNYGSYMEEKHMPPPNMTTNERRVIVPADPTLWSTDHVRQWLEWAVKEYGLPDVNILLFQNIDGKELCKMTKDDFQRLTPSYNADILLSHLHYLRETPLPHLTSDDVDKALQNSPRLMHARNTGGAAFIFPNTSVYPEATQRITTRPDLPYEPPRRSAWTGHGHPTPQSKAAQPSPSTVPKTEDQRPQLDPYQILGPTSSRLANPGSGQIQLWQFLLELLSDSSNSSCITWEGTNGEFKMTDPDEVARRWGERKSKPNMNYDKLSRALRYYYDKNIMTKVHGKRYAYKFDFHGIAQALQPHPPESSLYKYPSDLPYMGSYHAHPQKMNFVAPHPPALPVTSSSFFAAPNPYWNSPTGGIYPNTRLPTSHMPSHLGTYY
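His-tagged ERG Ets domain (1 uM in the protein solution; 300mM KCl, 50mM Tris-HCl, 1mM EDTA, 1mM DTT, pH 7.5) received compound, then a probe mix of 5 nM fluorescein-DNA and 100nM Texas-615-DNA. Fluorescence polarization was read for both dyes.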
Vif-APOBEC3G blk – Vif-A3G binding inhibition. AID 602310. HeLa A3G-eYFP + Vif (tagged APOBEC3G with the HIV-1 protein that degrades it), YFP fluorescence, overnight. Potency, µM (doses to about 46.1 µM), for the others: at the top dose activity, negative = active, usual class: inhibitors. Q9HC16. hit rate 0.076% among 410,000;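 further: potency means the concentration at half of the fitted maximal effect; on the % scale 0 is the no-effect control and ±100 the full control effect; nearly all actives have a fitted effect of over 60% in size; hits raise eYFP signal because A3G escapes Vif-driven loss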
Target sequence (Q9HC16 whole entry, looked up): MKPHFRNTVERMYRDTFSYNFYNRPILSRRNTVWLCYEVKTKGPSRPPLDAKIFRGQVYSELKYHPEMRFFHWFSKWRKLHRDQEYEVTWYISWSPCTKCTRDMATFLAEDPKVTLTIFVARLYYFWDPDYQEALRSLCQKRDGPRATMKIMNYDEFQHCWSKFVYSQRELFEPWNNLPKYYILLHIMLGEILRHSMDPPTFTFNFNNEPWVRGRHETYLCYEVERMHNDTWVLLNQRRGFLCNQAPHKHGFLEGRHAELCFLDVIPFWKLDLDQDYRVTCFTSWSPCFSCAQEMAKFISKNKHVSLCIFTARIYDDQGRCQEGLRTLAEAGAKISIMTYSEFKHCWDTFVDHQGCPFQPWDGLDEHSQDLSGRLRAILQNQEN
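Read-out is eYFP fluorescence (Ex 488/Em 500-530) from Vif-expressing HeLa A3G-eYFP cells; more signal means A3G escaped Vif-mediated degradation. Cells plated overnight, compound pinned in, incubated overnight at 37 deg C.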
Starred values were filed as active, the others as inactive; ? = inconclusive; . = not tested or not shown; & = joins results of further samples; [ ] = remark or other dose. Unless noted, the call rests on the fitted dose curve; in most records, active means well fitted curve in the direction sought with a large enough effect; inconclusive means small, poorly fitted or top-dose-only effect, or another doubt; inactive means no such curve, though single readings can be large; an effect the other way counts as inactive or inconclusive. Not all compounds are listed; rates above refer to the full screens.

SMILES	ALOX12 inh	D2 agonist	Vif-A3F inh	RGS4 inh	LDHA block	GRP78 ERSR act	D2 antag	ERG-DNA inh	Vif-APOBEC3G blk
O=C1COc2ccc(C(=O)COC(=O)Cn3cnc4ccccc43)cc2N1	-4%	0.4	2%	45%	-1	0%	11	8%	0%
Cc1cc(NC(=O)C2CC(c3ccc(F)cc3)=NO2)n(-c2ccccc2)n1 (configuration not stated)	33%[activator]	0.4	-3%	3%	-8	0%	-13	-3%	3%
CC(C)(C)C(=O)Cn1c(=O)n(-c2ccccc2)c(=O)c2c3c(sc21)CCC3	-13%	-0.4	-1%	13%	-16	-3%	.	1%	1%
CCC(C)Nc1ncnc2c1cnn2Cc1ccc(Cl)cc1 (configuration not stated)	8%[57.4 µM]	-1.4	3%	-18%	1	-5%	-18	-1%	-24%
Cn1c(=O)c(C(=O)CN2CCOCC2)c(N)n(Cc2ccccc2)c1=O	9%	-0.3	9%	-24%	-5	-3%	10	1%	0%
Cc1ccc(-n2c(CCC(=O)O)ccc2-c2cccs2)cc1	?	-1.9	3%	?	3	-2%	16	23%	-8%
O=C(N/N=C/C(Br)=C/c1ccccc1)c1ccncc1	?	-0.2	?	-18%	-3	-5%	12	5%	?
COc1ccc(NC(=O)CN2C(=O)CSc3ccc(S(=O)(=O)N(C)C)cc32)cc1Cl	-12%	-0.1	-3%	-12%	-5	-1%	.	0%	1%
CCOc1ccc2nc(NCCCO)[nH]c2c1	3%	0.5	0%	11%	0	9%	20	.	1%
O=C(Nc1ccccc1-c1nnn(CC(=O)N2CCCc3ccccc32)n1)c1cccc(Cl)c1	.	.	-3%	12%	-14	-3%	.	-2%	0%
CS(=O)(=O)N(CC(=O)N/N=C/c1ccccn1)c1ccc(Oc2ccccc2)cc1	2%	-0.6	2%	-3%	1	-4%	-16	-9%	2%
COc1cccc(-n2cc(C(=O)Nc3ccccc3C(N)=O)c3ccccc3c2=O)c1	-23%	0.1	3%	12%	-10	-1%	.	2%	0%
Nc1c(C=C2C=CC(=O)C=C2)c(=O)nc2sc(CC(=O)N3CCOCC3)nn12	-14%	-0.5	-4%	10%	0	-4%	2	7%	-6%
O=C(O)C(CCCCNS(=O)(=O)c1ccc(F)cc1)NS(=O)(=O)c1ccc(F)cc1 (configuration not stated)	?	0.7&0.1	3%&0%	18%&-1%	-1&-9	-4%&0%	4&23	3%&-5%	-1%&3%
Cc1cccc(C(=O)N2CCC(N3CCC(C(=O)N4CCOCC4)CC3)CC2)c1	3%	0.2	-5%	9%	-3	-5%	0	6%	-6%
OC[C@@H]1CN(Cc2ccco2)C[C@H](n2cnc3c(NC4CCCC4)ncnc32)O1	-3%	.	.	.	0	-2%	.	.	0%
Cn1c(CNC(=O)Nc2ccccc2)nnc1SCc1ccccc1	2%	0.5	9%	-21%	-9	-1%	-2	4%	1%
CC(=O)Nc1ccc(C(=O)N2CCN(C(=O)c3ccco3)CC2)cc1	2%	0.6	-1%	-13%	-4	-5%	26	.	0%
CCCOC(=O)c1cccc(Nc2nc(C(=O)OCC)nc3ccccc23)c1	-8%	-0.2	.	28%	1	.	.	-4%	.
CN1C(=O)/C(=C/c2ccccc2OCc2ccccc2)NC1=S	-20%	0.2	1%	-24%	-7	-2%	24	-5%	-1%
Cc1nnc(C)c2c(C)n(C(C)c3ccccc3)c(C)c12 (configuration not stated)	-7%	0.0	-4%	-40%	7	-5%	-1	10%	1%
O=C(NCCC(=O)N1CCCCCCC1)c1ccc(Cl)cc1	24%	.	8%	0%	2	2%	.	4%	3%
Cc1ccc(NC(=O)Cn2c(=O)n(CCC(=O)N3CCc4ccccc4C3)c(=O)c3ccccc32)cc1	-3%	-0.1	-4%	8%	-14	-1%	.	-2%	-2%
CCCCOc1ccc(CCC(=O)N/N=C/c2ccco2)cc1	-19%	0.1	3%	-42%	2	1%	-15	-5%	0%
O=C(Nc1cccc(F)c1)NC1CCN(Cc2ccccc2)CC1	-7%	0.4	0%	4%	-6	-1%	89*	3%	4%

Printed as active in D2 antag, among the entries above:
Structure | ALOX12 inh | RGS4 inh | LDHA block | D2 antag | ERG-DNA inh | Vif-APOBEC3G blk
O=C(Nc1cccc(F)c1)NC1CCN(Cc2ccccc2)CC1 | -7% | 4% | -6 | 89* | 3% | 4%

9 entries from above, sorted by heavy-atom count, rising.
SMILES	ALOX12 inh	D2 agonist	Vif-A3F inh	RGS4 inh	LDHA block	GRP78 ERSR act	D2 antag	ERG-DNA inh	Vif-APOBEC3G blk
CCOc1ccc2nc(NCCCO)[nH]c2c1	3%	0.5	0%	11%	0	9%	20	.	1%
O=C(N/N=C/C(Br)=C/c1ccccc1)c1ccncc1	?	-0.2	?	-18%	-3	-5%	12	5%	?
CCCCOc1ccc(CCC(=O)N/N=C/c2ccco2)cc1	-19%	0.1	3%	-42%	2	1%	-15	-5%	0%
O=C(Nc1cccc(F)c1)NC1CCN(Cc2ccccc2)CC1	-7%	0.4	0%	4%	-6	-1%	89*	3%	4%
CC(=O)Nc1ccc(C(=O)N2CCN(C(=O)c3ccco3)CC2)cc1	2%	0.6	-1%	-13%	-4	-5%	26	.	0%
CC(C)(C)C(=O)Cn1c(=O)n(-c2ccccc2)c(=O)c2c3c(sc21)CCC3	-13%	-0.4	-1%	13%	-16	-3%	.	1%	1%
Nc1c(C=C2C=CC(=O)C=C2)c(=O)nc2sc(CC(=O)N3CCOCC3)nn12	-14%	-0.5	-4%	10%	0	-4%	2	7%	-6%
CS(=O)(=O)N(CC(=O)N/N=C/c1ccccn1)c1ccc(Oc2ccccc2)cc1	2%	-0.6	2%	-3%	1	-4%	-16	-9%	2%
Cc1ccc(NC(=O)Cn2c(=O)n(CCC(=O)N3CCc4ccccc4C3)c(=O)c3ccccc32)cc1	-3%	-0.1	-4%	8%	-14	-1%	.	-2%	-2%

The results go on.
SMILES	ALOX12 inh	D2 agonist	Vif-A3F inh	RGS4 inh	LDHA block	GRP78 ERSR act	D2 antag	ERG-DNA inh	Vif-APOBEC3G blk
CC1(C)CC2CC(C)(CN2S(=O)(=O)c2ccc(N)cc2)C1 (configuration not stated)	-1%	0.1	16%	-12%	-7	1%	-11	12%	1%
COc1ccc(/C=C/C(=O)c2ccc3c(c2)OCO3)cc1OC	?	0.2	8%	?	9	9%	19	.	-9%
CCN(CC)C(=O)COc1ccc2c3c(c(=O)oc2c1)CCCC3	5%	0.4	-2%	4%	-2	1%	-14	9%	0%
O=C(c1ccco1)N1CCN(Cc2nc(-c3cccs3)no2)CC1	7%	4.3	-7%	7%	-8	3%	-3	2%	-5%
Cc1cc(C)cc(OCc2ccc(C(=O)NC3CCOC3=O)o2)c1 (configuration not stated)	-19%	-0.9	2%	-13%	-3	1%	-7	-3%	-3%
CC(C)(C)C(=O)Nc1ccc2nc(SCc3ccccc3)sc2c1	-14%	0.0	-3%	10%	0	3%	.	4%	-1%
COc1cccc(NC(=O)CSc2nnc(-c3cccs3)o2)c1	-9%	.	5%	0%	-16	3%	.	-1%	12%
CCCN1CCc2c(sc3nc(SC)n(-c4ccccc4)c(=O)c23)C1	25%	0.6	8%	-10%	-5	-4%	29	-13%	0%
COC(=O)c1ccc(NC(=O)CSc2nncn2-c2ccccn2)cc1	-4%	-0.1	-11%	-4%	-8	0%	-17	-1%	-1%
Cc1ccc(S(=O)(=O)N2CCCCC2)cc1NC(=O)Cn1cnc2c1c(=O)n(C)c(=O)n2C	-20%	0.4	-6%	7%	1	-3%	-33	6%	0%
CC1CCc2sc(C(=O)OCC(=O)NC(N)=O)cc2C1 (configuration not stated)	16%	-0.3	0%	12%	-4	-4%	-19	-4%	-1%
O=C(Cn1cc(C(F)(F)F)ccc1=O)N1CCN(S(=O)(=O)c2ccc(Cl)cc2)CC1	-5%	1.0	-3%	17%	-2	-3%	10	-3%	3%
O=C(C1=C(O)C(=O)N(CCN2CCOCC2)C1c1ccccn1)c1cccs1 (configuration not stated)	0%	.	-6%	-21%	9	-6%	.	5%	-2%
O=C(CSc1nc2ccccc2c(=O)n1-c1ccc(F)cc1F)NC1CCS(=O)(=O)C1 (configuration not stated)	-1%	.	-5%	.	-2	-6%	.	.	0%
COc1ccccc1OCCn1cc(/C=N/n2cnnc2)c2ccccc21	-12%	0.4	0%	-2%	-5	-3%	7	1%	1%
COCCN(CCOC)C(=O)C12CCC(C)(C(=O)C1)C2(C)C (configuration not stated)	0%	0.6	-1%	1%	-9	0%	-2	5%	-2%
COc1ccc(NC(=S)N2CCCC2)cc1OC	-9%	0.0	8%	-10%	2	-3%	-10	-3%	0%
Cc1ccc(S(=O)(=O)N=S(CCO)CCO)cc1	-20%	0.7	-4%	6%	-7	5%	-4	-1%	0%
